Bioassay records: PubChem BioAssay, National Center for Advancing Translational Sciences (NCATS)
Eya2 inh = blocks the phosphatase activity of human Eya2; O00167; recombinant Eya2, OMFP fluorescence dephosphorylation (OMFP is methylfluorescein phosphate); Potency, µM (series often up to 76.9 µM), for inactives: top-dose activity, negative = inhibition, hits mostly inhibitors; 0.006% of 330,000 active; AID 488837; note: potency is the fitted concentration of half-maximal effect
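Eya2 protein (added as 0.2 uM solution) was preincubated with compound for 10 min at ambient temperature in 50 mM HEPES pH 7.5, 50 mM NaCl, 5 uM MgCl2, 0.05% BSA, 1 mM DTT. OMFP (added at 50 uM) then reacted 10 min; fluorescence read at 485/525 nm.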
KCNH2 3.1 inh = inhibitors of human KCNH2 3.1 potassium channel isoform | U2OS KCNH2 3.1, thallium flux FluxOr; active compounds read low | activity change, % (tested at about 1.8 µM) | 0.95% of 340,000 active | AID 720553;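 active = maximum activity change below -70%; inconclusive = maximum activity change from -70% to -50%; inactive = maximum activity change above -50%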;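 note: thallium influx rate constant from kinetic fluorescence after stimulation buffer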
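Channel expression came from 3.1 mutant virus (1.77 x 10^8 /mL) applied to suspended U2OS cells for 4 h. Flux was tracked with FluxOr dye plus Red40 quencher, and kinetic rate constants normalized to controls.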
GALK inh = galactokinase (human) inhibition. Potency, µM (highest dose often 57.5 µM), for inactives: at the highest dose activity change, negative = inhibition, most hits filed as inhibitors. 0.007% of 270,000 active. P51570. Purified GALK, Kinase-Glo residual ATP luminescence. AID 1868; note: potency is the fitted concentration of half-maximal effect
Target sequence (P51570 whole entry, looked up): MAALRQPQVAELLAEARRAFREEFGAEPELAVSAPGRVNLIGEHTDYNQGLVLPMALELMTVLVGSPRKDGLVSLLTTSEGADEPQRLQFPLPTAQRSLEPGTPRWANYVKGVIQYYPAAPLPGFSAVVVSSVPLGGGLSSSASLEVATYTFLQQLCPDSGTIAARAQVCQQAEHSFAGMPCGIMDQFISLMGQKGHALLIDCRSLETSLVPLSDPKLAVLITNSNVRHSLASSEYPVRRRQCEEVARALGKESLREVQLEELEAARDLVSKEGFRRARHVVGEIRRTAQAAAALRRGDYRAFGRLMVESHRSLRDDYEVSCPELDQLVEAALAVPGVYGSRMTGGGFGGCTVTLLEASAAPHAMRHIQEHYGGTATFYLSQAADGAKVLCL
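5 nM enzyme, 35 uM ATP, 100 uM galactose, 20 mM HEPES pH8.0, 5 mM MgCl2; 1 h RT; residual ATP by Kinase-Glo Plus luminescence, qHTS format.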
Coupling enz = inhibits coupling enzyme system, counter-screen for aldolase hits; activity change, negative = inhibition, % at 58.2 µM, hits read low; 0.67% of 290,000 active; AID 2472; coupling enzyme system counterscreen, AmpLite Red fluorescence; in the data active = activity change below about -30%
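Counterscreen of the coupled detection system alone, without aldolase: glyceraldehyde-3-phosphate coupling enzymes plus AmpLite Red readout. Compounds at 57.5 uM final, 10 min RT preincubation, 20 min RT reaction, fluorescence 525/598 nm.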
Chronic BCR inh = blocks chronic active B-cell receptor signaling. ABC-DLBCL IkBa-CBG/CBR reporter, luminescence ratio, 4 h. Potency, µM (titrated, usually from 46.1 µM), without a hit: top-dose ratio change, negative = lower green/red ratio, most hits filed as inhibitors. 0.05% of 340,000 active; active = well fitted inhibition curve with a large enough effect in the signal ratio, with a control signal flat, not every such curve was filed as active; inconclusive = small, poorly fitted or top-dose-only effect, or effect the other way, or a change in a side signal; the % refers to the signal ratio;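 note: potency is the fitted concentration of half-maximal effect; plate controls were basal doxycycline-induced cells for no effect and cells given 10 µM MG132 for full effect; MG132 reads +100%, hits lower the ratio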
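TMD8 ABC-DLBCL cells carrying doxycycline-inducible green luciferase fused to IkappaBalpha plus unfused red luciferase were exposed to compounds (up to 46 uM) for 4 hrs at 37C. Activity came from the overlap-corrected green/red luminescence ratio.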
B2AR arrestin = recruits beta-arrestin to the human beta2-adrenergic receptor; AID 492947; Potency, µM (highest dose often 46.1 µM), for the others: top-dose activation, actives largely listed as activators; P07550; 0.02% of 330,000 active; beta-arrestin recruitment to beta2AR, cell-based reporter;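 note: potency is the fitted concentration of half-maximal effect; 0% = DMSO controls and full agonism = EC100 isoproterenol or metaproterenol; nearly all actives have a fitted effect of over 65% in size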
PKM2 act = activators of human pyruvate kinase M2 | P14618 | purified PKM2, Kinase-Glo ATP luminescence, activation; response scale: 0% is enzyme alone, no compound | Potency, µM (titrated, usually from 57.5 µM), without a hit: at the highest dose activation, hits mostly activators | 0.34% of 260,000 active; note: potency is the fitted concentration of half-maximal effect; nearly all actives have a fitted effect of over 55% in size
Target sequence (P14618 whole entry, looked up): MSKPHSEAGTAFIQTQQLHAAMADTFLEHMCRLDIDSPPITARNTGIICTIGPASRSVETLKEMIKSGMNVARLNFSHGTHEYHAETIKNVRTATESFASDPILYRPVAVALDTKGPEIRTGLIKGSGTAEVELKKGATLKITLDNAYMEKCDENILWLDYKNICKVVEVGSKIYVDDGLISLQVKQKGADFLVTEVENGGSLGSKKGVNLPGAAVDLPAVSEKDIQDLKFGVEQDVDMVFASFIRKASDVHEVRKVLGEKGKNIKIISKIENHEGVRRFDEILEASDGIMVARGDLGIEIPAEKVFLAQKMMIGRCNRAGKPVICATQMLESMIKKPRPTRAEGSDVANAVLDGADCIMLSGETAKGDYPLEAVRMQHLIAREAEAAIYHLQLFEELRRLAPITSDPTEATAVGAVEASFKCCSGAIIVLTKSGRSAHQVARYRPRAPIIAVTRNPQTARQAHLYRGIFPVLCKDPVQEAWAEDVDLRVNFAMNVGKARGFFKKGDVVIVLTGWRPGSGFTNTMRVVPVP
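Purified hPK-M2 (>95% pure) converted ADP (0.1 mM final) to ATP with 0.5 mM PEP in 50 mM imidazole pH7.2, KCl, MgCl2, Tween 20, BSA; 1 h at room temperature. ATP detected by Kinase-Glo luminescence.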
USP2a inh = USP2a (human) protease inhibition; O75604; USP2 core, Ub-CHOP2 coupled fluorogenic reporter, 485/531; Potency, µM (titrated, usually from 38.3 µM), inactives show top-dose activity change, negative = inhibition, hits mostly inhibitors; 0.01% of 330,000 active; AID 463254;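 note: potency is the fitted concentration of half-maximal effect; plate controls were DMSO wells for no effect and full inhibition by NEM control for full effect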
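USP2 core (10nM final) preincubated 30min RT with compound in 20mM Tris-HCl pH 8.0, 2mM CaCl2, 2mM beta-mercaptoethanol, 0.05% CHAPS; 25nM Ub-CHOP2 plus 25nM reporter substrate added, fluorescence (Ex485/Em531) read after 60min.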
hERG WT inh = blocks the wildtype human KCNH2 potassium channel; Q12809; U2OS, BacMam KCNH2, thallium flux FluxOr; active compounds read low; activity change, % at 1.84 µM; 0.37% of 340,000 active; AID 720551;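 active = maximum activity change below -70%; inconclusive = maximum activity change between -70% and -50%; inactive = maximum activity change above -50%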
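U2OS cells transduced with wild-type KCNH2 virus are loaded with FluxOr dye for 45 min, and thallium flux is measured in kinetic reads before and after stimulation buffer. Rate constants are normalized to DMSO controls.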
uPA generation = cell surface uPA generation inhibition. cell surface uPA generation assay, qHTS. 0.31% of 330,000 active. Potency, µM (highest dose often 38.3 µM), inactives show at the top dose activity change, negative = inhibition, usual class: inhibitors; active = well fitted inhibition curve with a large enough effect; inconclusive = small, poorly fitted or top-dose-only effect; inactive = no such curve, though single readings can be large or run the other way; tested in mouse RAW 264.7 cells; note: potency is the fitted concentration of half-maximal effect; nearly all actives have a fitted effect of over 55% in size
Giardia kill = Giardia lamblia killing; activity change, % at 7.66 µM, hits read low; Giardia lamblia trophozoite viability; 0.15% of 340,000 active; in the data active = activity change below about -80%; inconclusive = between about -30% and that limit;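 note: parasites exposed to compound for two days anaerobically before the ATP read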
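Luminescence from cellular ATP indicates surviving trophozoites (100 cells/well) following 48 hrs anaerobic compound treatment at 37 deg C; signal develops 15-30 min at room temperature.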
Starred values were filed as active, the others as inactive; ? = inconclusive; . = not tested or not shown; & = joins results of further samples; [ ] = another dose, or the depositor's remark. Unless noted, calls come from the whole dose curve; as a rule, active = well fitted curve in the direction sought with a large enough effect; inconclusive = small, poorly fitted or top-dose-only effect, or another doubt; inactive = no such curve, though single readings can be large; an effect the other way counts as inactive or inconclusive. Unless noted, % is set by controls: 0 for no effect and ±100 for the full control effect.

SMILES	Eya2 inh	KCNH2 3.1 inh	GALK inh	Coupling enz	Chronic BCR inh	B2AR arrestin	PKM2 act	USP2a inh	hERG WT inh	uPA generation	Giardia kill
COc1cccc(N/C(=N/C(=S)Nc2ccc(C)cc2C)Nc2nc(C)cc(C)n2)c1	-1%	-12	5%	-2	-12%	-0.5%	-13%	2%	-6	0%	27
CCN(CC)c1ccc(/C=N/NC(=O)C(O)c2ccccc2)cc1 (configuration not stated)	-11%	-5	1%	0	?	0.9%	5%	-1%	4	-1%	-17
O=c1[nH]c(C2CC2)nc2sc3c(c12)CCCC3	-1%	-3	-1%	0	1%	-0.6%	-3%	-5%	-1	-2%	6
O=C(Cn1cnc2c(cnn2-c2ccc(Cl)cc2)c1=O)NC1CCCCC1	-40%	12	4%	3	2%	-0.1%	-5%	2%	17	0%	-11
CCOC(=O)c1c(NC(=O)c2c(-c3ccccc3)noc2C)sc(C)c1-c1ccccc1	4%	1	0%	-1	9%	0.0%	3%	3%	0	-10%	-15
CN(C)Cc1ccc(F)cc1Sc1cc(Cl)ccc1Cl	2%	25	3%	-4	7%	-0.1%	-16%	0%	9	2%	4
CCOC(=O)CSc1nc(C(C)(C)C)nc2ccccc12	1%	-2	1%	-7	-2%	0.0%	-6%	4%	-3	8%	-8
CCOC(=O)C(NC(=O)Cc1ccccc1)(Nc1cc(C)on1)C(F)(F)F (configuration not stated)	-2%	-1	1%	-1	4%	-0.2%	1%	-1%	-5	6%	3
CCCCNC(=S)NC(=O)c1ccc(Cl)cc1Cl	9%	-5	0%	2	6%	0.3%	-1%	2%	4	2%	-2
Cc1cc(C)c(NC(=O)c2ccc3c(c2)C(=O)N(Cc2cccnc2)C3=O)c(C)c1	4%	7	-7%	.	6%	-0.9%	-1%	2%	3	2%	-11
CCc1ccc(OCC(=O)NNC(=S)NC(=O)C2CCCCC2)c(Br)c1	-11%	1	-8%	.	0%	-0.3%	-3%	0%	13	10%	1
COc1ccc(S(=O)(=O)N(CC(=O)NCc2ccncc2)c2ccc(C)cc2)cc1OC	16%	3	0%	-3	8%	0.1%	.	0%	5	-3%	10
COc1ccc2c(c1OC)C(=O)N(c1ccc3c(c1)CCC3)C2=O	-1%	1	-1%	6	-7%	-0.1%	0%	0%	2	.	-14
O=C(NN=Cc1ccc(O)cc1O)c1ccccc1NS(=O)(=O)c1cccs1	7%	-12	.	.	?	-0.1%	.	4%	-8	?	0
Cc1ccc(OCCn2cnc3ccccc3c2=O)c([N+](=O)[O-])c1	0%	8	-2%	0	5%	-0.1%	2%	-1%	0	12%	-5
COc1ccc(-c2cc3ccccc3n2CC(O)CN2CCCCC2)cc1 (configuration not stated)	0%	-15	4%	1	-14%	-0.9%	0%	0%	-1	-14%	42[activator]
CCC(=O)NC(=S)Nc1cccc(-c2nc3ncccc3o2)c1	2%	12	-3%	-3	-2%	-0.6%	2%	-1%	-5	1%	-9
COc1ccc(NC(=O)N2CCCC(c3nc(-c4ccc(C(C)C)cc4)no3)C2)cc1 (configuration not stated)	-16%	-38	-1%	-3	-1%	0.1%	5%	-18%	35	.	10
Cc1ccc(OCC(=O)NCCN2CCOCC2)cc1C	6%	1	3%	-2	-4%	-1.2%	-14%	0%	-10	0%	1
Cc1ccc(CNC(=O)CSCc2ccc(F)cc2)cc1	5%	-6	-1%	3	0%&4%	-0.2%	-2%	-5%	0	3%	12
Cc1ccc(S(=O)(=O)N2CCN(C(=O)CN3CCCSc4ccccc43)CC2)cc1	12%	-17	.	.	8%	-0.2%	.	4%	16	1%	-4
CCOc1ccccc1NC(=O)C1CCCCN1S(=O)(=O)c1ccc(F)cc1 (configuration not stated)	-1%	2	0%	-1	?	3.5%	-2%	1%	-16	-1%	-11
CCN(CC)C(C)C#CCC(c1ccccc1)c1ccccc1 (configuration not stated)	-10%	.	-2%	-1	7%	-0.4%	-2%	8%	.	.	.
OC(COC1CCCCC1)CN1CCN(c2ccccc2)CC1 (configuration not stated)	16%	8	0%	4	8%	-0.1%	-25%	2%	0	6%	-18
Cc1cccc(-c2nc(C#N)c(N3CCC(C)CC3)o2)c1	9%	-5	3%	2	0%	-0.1%	.	1%	7	6%	26
CN(c1cccc(NC(=O)CN(c2ccc(Cl)c(Cl)c2)S(=O)(=O)c2ccccc2)c1)S(C)(=O)=O	-23%	2	1%	0	?	2.6%	?	1%	-2	-10%	8
COc1ccc(NC(=O)CSc2nc(O)c(Cc3ccccc3)c(=O)[nH]2)cc1	-2%	0	1%	-3	-1%	0.1%	-19%	0%	0	-3%	-19
CSc1ccccc1C(=O)Nc1cccc(C(C)=O)c1	4%	6	-2%	0	?	-0.3%	-1%	2%	-5	.	-1
Cc1ccc(NNC(=O)c2ccno2)cc1C	-14%	14	0%	1	-2%	0.3%	24%	-2%	0	-7%	-10
COc1ccc2nc(NNC(=O)c3cc(=O)c4ccccc4o3)sc2c1	-2%	16	-1%	-3	-4%	-0.9%	-25%	-2%	4	?	-26
Cc1c(N/C=C(\Cl)C(=O)C(F)(F)F)c(=O)n(-c2ccccc2)n1C	-9%	2	2%	-3	-12%	0.0%	-5%	0%	-4	-2%	0
COc1cc(/C=C2\SC(=S)N(CC(=O)NC3=NCCS3)C2=O)cc(OC)c1OC	-1%	-9	0%	0	-26%	0.0%	0%	-1%	1	4%	3
CCn1cc(C(=O)N[C@@H](CC(C)C)C(=O)NCCCn2ccnc2)c(=O)c2cc3c(cc21)OCO3	-5%	4	-1%	.	?	-1.0%	.	4%	-21	-3%	-13
Cn1c(C(=O)NCCN2CCOCC2)cc2sccc21	4%	-19	-1%	-3	2%	0.8%	0%	1%	-14	.	5
COc1cc([N+](=O)[O-])ccc1NC(=O)NNC(=O)c1sccc1C	-10%	10	-2%	7	?	-1.0%	-4%	1%	-9	10%	13
CCOc1ccccc1CNC(=O)c1cc2oc3ccccc3c2n1CC	11%	-10	-1%	0	15%	-2.1%	-4%	0%	0	-5%	-14
Cc1cccc(N=C2NN=C(c3ccccc3F)CS2)c1C	-5%	9	-1%	1	?	-0.1%	3%	2%	-1	-4%	-8
Cc1ccccc1OCC(=O)N(CC(C)C)c1c(N)n(CC(C)C)c(=O)[nH]c1=O	?	-8	-1%	0	?	-0.6%	0%	9%	-8	1%	-17
Cc1c(Nc2cc(N3CCOCC3)c3nonc3c2[N+](=O)[O-])c(=O)n(-c2ccccc2)n1C	2%	.	0%	-1	?	0.1%	-2%	11%	.	.	.
O=C(COC(=O)C1COc2ccccc2O1)NC(=O)NC1CCCC1 (configuration not stated)	11%	-143*	-1%	0	16%	9.6%	-4%	4%	-198*	-4%	-28
Cc1cc(/C=C2\SC(=S)NC2=O)c(C)[nH]1	23%	19	1%	1	2%	-0.4%	-16%	4%	6	-1%	-7
O=C(CSC(=S)N1CCOCC1)Nc1nccs1	-1%	3	1%	-2	?	0.3%	10%	0%	-18	8%	24
O=C(NN1C(=O)C2C3CCC(O3)C2C1=O)c1ccco1 (configuration not stated)	11%	8	.	0	-1%	-0.4%	5%	5%	7	-1%	0
C=CCc1ccccc1OCC(O)CN1CCN(c2ccc(C)cc2)CC1 (configuration not stated)	-4%	-9	1%	-1	?	-0.4%	1%	0%	50	10%	16
O=C1CCC([N+](=O)[O-])C(c2ccc(Cl)cc2)N1 (configuration not stated)	12%	3	-1%	5	-4%	0.3%	-2%	-2%	-18	4%	-6
COc1ccccc1CNC(=O)CN(c1ccc(C)cc1)S(=O)(=O)c1c(C)n[nH]c1C	13%	7	1%	-1	4%	-1.1%	4%	-2%	-8	1%	20
CCOC(=O)c1c(-c2ccc(F)cc2)csc1NC(=O)CN1C(=O)NC2(CCCCC2C)C1=O (configuration not stated)	-12%	-8	2%	-3	3%	-0.6%	1%	2%	4	-5%	11
CS(=O)(=O)N1CCCC(C(=O)NCCN2CCC(Cc3ccccc3)CC2)C1 (configuration not stated)	15%	-23	-3%	0	-11%	-0.4%	1%	0%	21	7%	-12
COc1cc(C(=O)N2CCSCC2)ccc1OC1CCN(C(C)=O)CC1	6%	3	-3%	.	0%	-0.3%	-11%	0%	-14	4%	7
CCOc1ccc(NC(=S)N2CCCN(Cc3cccc(Cl)c3)C2)cc1	-5%	-22	7%	0	?	0.1%	-2%	-1%	-8	-3%	8
CCCC(=O)Nc1ccc(C(=O)/C=C/c2ccc(SC)cc2)cc1	-31%	-20	1%	0	?	-1.1%	-1%	-5%	-34	-12%	-5
